aGal spleen mod = alpha-galactosidase A (human) modulation; P06280; human spleen homogenate, 4MU-alpha-Gal fluorescence, 40 min; Potency, µM (top dose mostly 80 µM), for inactives: at the top dose activity change, negative = inhibition, most hits filed as inhibitors; 0.008% of 240,000 active; AID 2107;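 note: potency is the fitted concentration of half-maximal effect; 0% = enzyme with vehicle and -100% = no enzyme basal signal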
Target sequence (P06280 32-429 limits assumed): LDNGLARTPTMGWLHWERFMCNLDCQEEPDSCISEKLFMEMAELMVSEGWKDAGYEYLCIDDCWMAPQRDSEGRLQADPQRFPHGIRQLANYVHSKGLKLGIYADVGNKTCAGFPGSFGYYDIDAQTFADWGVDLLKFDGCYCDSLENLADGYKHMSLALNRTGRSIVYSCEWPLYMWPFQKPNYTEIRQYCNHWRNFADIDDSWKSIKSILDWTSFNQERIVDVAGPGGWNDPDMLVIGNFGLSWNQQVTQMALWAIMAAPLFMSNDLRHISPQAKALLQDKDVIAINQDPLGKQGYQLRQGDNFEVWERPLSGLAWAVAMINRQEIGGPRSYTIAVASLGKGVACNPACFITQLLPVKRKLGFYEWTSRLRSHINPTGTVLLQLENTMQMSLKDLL
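Spleen homogenate 1 ug + cpd (titration) + 4-MU-alpha-D-galactopyranoside 1 mM; 37C 40 min; 50 mM citrate/phosphate pH 5.0, 0.01% Tween-20; stop pH 10; fluorescence 365/440; AC50 via Hill.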
NPSR antag = neuropeptide S receptor (human) antagonism, cAMP. CHO-NPSR cells, cAMP TR-FRET, antagonist mode. Potency, µM (series often up to 38.3 µM), without a hit: at the top dose activity change, negative = inhibition, hits mostly inhibitors. 1% of 220,000 active; note: potency is the fitted concentration of half-maximal effect; % is set by controls: 0 for no effect and ±100 for the full control effect; nearly all actives have a fitted effect of over 50% in size; many of its hits are not listed in these tables
CBFb RUNX1 block = blocks binding between human CBF-beta and RUNX1; AlphaScreen CBFb-His/RUNX1-biotin binding, biochemical; Potency, µM (titrated, usually from 59.8 µM), for the others: at the top dose activity, negative = inhibition, most hits filed as inhibitors; 230,000 tested, under 10 active; AID 1477; note: % of control where 0% means no effect
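Bead-based AlphaScreen assay; binding partners His-tagged CBF-beta and biotinylated RUNX1 at 30 nM each. Compound exposure 15 min after a 20-min protein preincubation; bead step 90 min; all steps at room temperature.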
TRb SRC2 PPI = TRbeta-SRC2 interaction inhibition; P10828; TRbeta-SRC2 peptide binding, fluorescence polarization; receptor liganded with 1 µM T3; 0.065% of 280,000 active; Potency, µM (doses to about 106 µM), for the others: at the highest dose activity change, negative = inhibition, most hits filed as inhibitors;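 note: potency is the fitted concentration of half-maximal effect; plate controls were bound peptide for no effect and peptide without receptor for full effect; nearly all actives have a fitted effect of over 50% in size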
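Polarization signal, normalized between peptide-alone and full complex controls, measured compound effects on T3-liganded human TRb LBD (0.6 uM) binding 20 nM Texas Red SRC2 peptide after 5 hr.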
Tau FP inhib = blocks human tau fibril formation measured by polarization; AID 1468; 0.39% of 280,000 active; Potency, µM (top dose mostly 57.7 µM), for the others: top-dose activity, negative = inhibition, hits mostly inhibitors; K18 P301L tau heparin fibrillization, Alexa594 FP, 6 h; P10636; note: potency is the fitted concentration of half-maximal effect; % is set by controls: 0 for no effect and ±100 for the full control effect; nearly all actives have a fitted effect of over 55% in size
Target sequence (P10636 561-689 P618L limits assumed): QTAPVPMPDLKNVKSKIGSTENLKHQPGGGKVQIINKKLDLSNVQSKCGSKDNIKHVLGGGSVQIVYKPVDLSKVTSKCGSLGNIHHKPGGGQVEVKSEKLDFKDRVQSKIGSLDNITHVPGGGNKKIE
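Recombinant K18 P301L […], labeled with Alexa 594 at 0.24 uM over 15 uM unlabeled; heparin inducer 20 uM final; 37 C, 6 hr; FP endpoint.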
TexasRed fluor = alters Texas Red total fluorescence, flagging assay interference | TRb/SRC2 Texas Red total fluorescence interference | Potency, µM (series often up to 106 µM), inactives show at the highest dose fluorescence change, negative = quenching | 0.29% of 280,000 active; active = well fitted curve in either direction with a large enough effect; inconclusive = small, poorly fitted or top-dose-only effect; note: potency is the fitted concentration of half-maximal effect; % is set by controls: 0 for no effect and ±100 for the full control effect
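Human TRβ ligand-binding domain (0.6 uM) and Texas Red SRC2 peptide (20 nM) in Tris buffer with 1 uM T3 and 5% DMSO were incubated with pinned compound for 5 hr at ambient temperature. Total fluorescence was computed as S + 2P (555/632 nm).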
Tau fluor cs = counter-screen for tau fibril formation inhibitors | tau K18 P301L (four-repeat tau fragment) Alexa594 fluorescence, heparin fibrillization | 0.93% of 280,000 active | Potency, µM (titrated, usually from 57.7 µM), for inactives: at the top dose activity change, negative = decrease | AID 1463; note: potency is the fitted concentration of half-maximal effect; % is set by controls: 0 for no effect and ±100 for the full control effect; nearly all actives have a fitted effect of over 55% in size
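Human K18 P301L tau (15 uM unlabeled plus 0.24 uM Alexa 594-labeled, final) in 100 mM sodium acetate pH 7 was mixed with compound and 20 uM heparin and incubated 6 hr at 37 C.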
Epigenetic derep = regulators of epigenetic silencing causing reporter derepression in mouse cells | AID 1865 | Potency, µM (doses to about 53.9 µM), without a hit: at the highest dose GFP activation, hits mostly activators | murine LDR cells, GFP reporter derepression, 30 h | 0.2% of 280,000 active; note: potency is the fitted concentration of half-maximal effect; % of control where 0% means no effect; nearly all actives have a fitted effect of over 60% in size
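Reporter derepression read as number of fluorescent GFP-positive objects, 20-120 um in size, counted by laser-scanning cytometer. Mouse LDR line with an epigenetically silenced CMV-GFP locus; compound incubation 30 h, 37 C.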
Starred values were filed as active, the others as inactive; u = inconclusive; x = not tested or not shown; & = joins results of further samples; [ ] = another dose, or the depositor's remark. Unless noted, calls come from the whole dose curve; as a rule, active = well fitted curve in the direction sought with a large enough effect; inconclusive = small, poorly fitted or top-dose-only effect, or another doubt; inactive = no such curve, though single readings can be large; an effect the other way counts as inactive or inconclusive. This is a subset, so the mix of outcomes need not match the whole.

Second line of a record – aGal spleen mod | NPSR antag | CBFb RUNX1 block | TRb SRC2 PPI | Tau FP inhib | TexasRed fluor | Tau fluor cs | Epigenetic derep
O=C(O)c1cccc(CN2C(=O)CSC2=O)c1
 : 5% | 1%[46.1 µM] | -6% | -2% | 1% | -2% | 0% | -0.5%
CCOC(=O)n1c(=O)n(Cc2ccccc2Cl)c2ccccc21
 : -2% | 3%[46.1 µM] | 5% | -1% | 6% | -6% | -7% | -1.1%
CCCCc1ccc(NC(=O)N[C@@H](C)C(=O)O)cc1
 : -6% | 7% | 14% | 4% | 3% | -1% | 0% | 9.9%
O=C(NCc1ccc(F)cc1)c1ccc(NC(=O)N2CC3CCCN3c3ccccc32)cc1 (stereo not given)
 : x | x | x | 4% | 10% | -1% | u | -4.5%
COc1cccc(N/C(SCc2ccccc2F)=C(/C#N)C(=O)NCc2cccs2)c1
 : 0% | -24% | -3% | 1% | -1% | -6% | -19% | 0.0%
COc1ccccc1CNC(=O)C(CC(C)C)NS(=O)(=O)c1ccc2c(c1)oc(=O)n2C (stereo not given)
 : 2% | 2%[46.1 µM] | 1% | -7%&1% | -3%&-4% | -2%&2% | -3%&-8% | -2.4%&5.8%
O=C(Nc1ccc(SC(F)F)cc1)c1cccc2nc3ccccc3nc12
 : -2% | -18%[46.1 µM] | -4% | -6% | 15% | u | u | 7.1µM*
N#Cc1ccc(COn2nnc3ccccc32)cc1
 : -2% | -3% | 8% | -6% | 3% | -5% | 5% | -1.4%
COc1ccc(C)c2sc(N(Cc3cccnc3)C(=O)C3CCCCC3)nc12
 : x | x | x | -1% | -1% | 2% | -18% | 11%
Cc1cccc(Nc2nnc(SC/C(O)=C(\C#N)c3nc4ccccc4[nH]3)s2)c1
 : -5% | -3% | 0% | 2% | -3% | 0% | 0% | -0.4%
Cc1ccc(S(=O)(=O)N2CCCSCC2)cc1
 : 4% | -7%[46.1 µM] | 3% | 2% | -6% | -4% | -10% | 0.0%
CCOc1cc(N2CCOCC2)c(OCC)cc1NC(=O)c1cc(-c2ccco2)nc2ccccc12
 : -5% | u | -6% | 1% | 1% | -4% | u | 0.2%
CCN1/C(=C2\C(=O)N(C)C(=S)N2C)C=Cc2cc(OC)ccc21
 : 11% | -40% | -6% | 1% | -9% | 9% | -9% | 0.0%
C#CCCCO/N=C1/[C@H]2O[C@@H]2[C@@H](O)[C@H]2[C@H]1CCn1c(=O)n(Cc3cc4c(cc3Cl)OCO4)c(=O)n12
 : 9%[17.5 µM] | x | 4%[13.1 µM] | 0%[11.2 µM] | -3%[11.6 µM] | -2%[11.2 µM] | -14%[11.6 µM] | 0.8%[10.1 µM]
CCOc1cc(C(N)=O)cc(OCC)c1OCC
 : 1% | -4%[46.1 µM] | 9% | -1% | -4% | -6% | -4% | -4.2%
COc1ccc(C2=NCC(CSc3nnnn3C)S2)cc1 (stereo not given)
 : 9% | -1%[46.1 µM] | -3% | 1% | -7% | 0% | -11% | -1.4%
Cc1ccc(CNC(=O)Cn2c(=O)ccc3cc(S(=O)(=O)N4CCCC4)ccc32)cc1
 : x | x | x | 3% | u | -4% | -8% | 1.1%
O=C(O)c1ncsc1-c1ccccc1
 : -4% | 0% | 1% | -3% | -12% | -3% | -3% | -1.0%
CCCCN1C(=O)C(NC(C)=O)c2cc(Br)ccc21 (stereo not given)
 : 1% | -12%[46.1 µM] | 0% | -5% | 6% | -3% | -2% | 0.0%
CCC(=O)Nc1ccc(C(=O)CSc2nc(N)cc(N)n2)cc1
 : 3% | 17% | 9% | 6% | -1% | 1% | 6% | 1.7%
CCC(C)NC(=O)c1cn(C)c(=O)c2cc(OC)c(OC)cc12 (stereo not given)
 : 7% | -7%[46.1 µM] | 7% | 0% | 9% | -4% | 6% | 0.0%
Nc1nnc(-c2ccc(Cl)cc2)s1
 : 3% | 9%[46.1 µM] | 2% | 0% | -2% | 1% | -7% | 0.0%
Cc1nc(-c2ccccc2Cl)sc1C(=O)/C=C/N(C)C
 : -8% | -10% | -11% | 10% | 1% | -1% | -2% | -2.0%
O=C1CCN(S(=O)(=O)c2ccccc2)N1
 : -12% | -3%[46.1 µM] | 1% | -1% | -11% | -2% | -8% | -1.1%

Record cards, from the list above. Order of values: aGal spleen mod | NPSR antag | CBFb RUNX1 block | TRb SRC2 PPI | Tau FP inhib | TexasRed fluor | Tau fluor cs | Epigenetic derep
`COc1ccc(C2=NCC(CSc3nnnn3C)S2)cc1` (stereo not given) is listed with 9% | -1%[46.1 µM] | -3% | 1% | -7% | 0% | -11% | -1.4%
`O=C(Nc1ccc(SC(F)F)cc1)c1cccc2nc3ccccc3nc12` is listed with -2% | -18%[46.1 µM] | -4% | -6% | 15% | u | u | 7.1µM*
`CCN1/C(=C2\C(=O)N(C)C(=S)N2C)C=Cc2cc(OC)ccc21` is listed with 11% | -40% | -6% | 1% | -9% | 9% | -9% | 0.0%
`O=C1CCN(S(=O)(=O)c2ccccc2)N1` is listed with -12% | -3%[46.1 µM] | 1% | -1% | -11% | -2% | -8% | -1.1%

A second format for 2 compounds above:
> Nc1nnc(-c2ccc(Cl)cc2)s1
  aGal spleen mod: 3% | NPSR antag: 9%[46.1 µM] | CBFb RUNX1 block: 2% | TRb SRC2 PPI: 0% | Tau FP inhib: -2% | TexasRed fluor: 1% | Tau fluor cs: -7% | Epigenetic derep: 0.0%

> O=C1CCN(S(=O)(=O)c2ccccc2)N1
  aGal spleen mod: -12% | NPSR antag: -3%[46.1 µM] | CBFb RUNX1 block: 1% | TRb SRC2 PPI: -1% | Tau FP inhib: -11% | TexasRed fluor: -2% | Tau fluor cs: -8% | Epigenetic derep: -1.1%

Bioassay records deposited in PubChem by National Center for Advancing Translational Sciences (NCATS).
